hIAP inh – human IAP inhibition | purified IAP, CDP-Star luminescence, 30 min | actives 0.12% (n = 330,000) | AID 2544 | inhibition, % at 10 µM | P09923;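 active = inhibition reaching a set limit with compound at 10 µM in the primary screen, cut at about 35% in these data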;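 also: plate controls were DMSO wells with enzyme for no effect and no-enzyme buffer wells for full effect; values of inactives mirror those of a sister screen read the other way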
Target sequence (P09923 whole entry, looked up): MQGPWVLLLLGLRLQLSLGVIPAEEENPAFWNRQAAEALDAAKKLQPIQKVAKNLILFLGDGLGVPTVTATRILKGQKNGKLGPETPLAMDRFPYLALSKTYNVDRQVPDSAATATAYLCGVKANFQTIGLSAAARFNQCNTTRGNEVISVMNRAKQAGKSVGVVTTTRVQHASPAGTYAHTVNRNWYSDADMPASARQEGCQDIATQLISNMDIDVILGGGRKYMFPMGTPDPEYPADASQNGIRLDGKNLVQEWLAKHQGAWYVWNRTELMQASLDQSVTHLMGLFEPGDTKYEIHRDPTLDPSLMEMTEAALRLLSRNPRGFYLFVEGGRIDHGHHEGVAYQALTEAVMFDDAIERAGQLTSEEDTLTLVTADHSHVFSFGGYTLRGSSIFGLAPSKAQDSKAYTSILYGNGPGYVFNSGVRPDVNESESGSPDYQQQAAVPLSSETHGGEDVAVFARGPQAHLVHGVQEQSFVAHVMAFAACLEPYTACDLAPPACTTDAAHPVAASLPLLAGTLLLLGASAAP
mIAP inh – mouse IAP inhibition; purified mouse IAP, CDP-Star luminescence, 30 min; inhibition, % at 10 µM; actives 0.2% (n = 330,000); AID 2806;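 active = inhibition of at least 40% at 10 µM in the primary screen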;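 also: plate controls were DMSO with enzyme for no effect and no enzyme wells for full effect; values of inactives mirror those of a sister screen read the other way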
beta cell repl – MIN6 beta-cell proliferation induction | AID 2380 | proliferation, % at 10 µM | MIN6 cells proliferation, ATPlite luminescence, 48 h; cells starved in 0.2% serum; 100% = growth in 10% serum | actives 0.29% (n = 330,000);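 active = compounds whose signal lies at least 3.5 SD above the mean of all wells on their plate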;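 also: 0% = DMSO-treated cells in low-serum medium and 100% = 10% serum control; some compounds called inactive have numbers as strong as hits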
NR3A LBD binder – NR3A (human) ligand-binding domain modulation | NR3A LBD differential scanning fluorimetry, Tm shift; 0% = protein alone, 100% = glycine-bound protein | actives 2.5% (n = 340,000) | AID 1259313 | Tm shift relative to glycine control, % at 25 µM;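 active = melting temperature shift of at least 10% of the positive control shift, at one fixed dose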
A3G deaminase – blocks human APOBEC3G single-stranded DNA deamination; Q9HC16; actives 0.28% (n = 330,000); inhibition, % at 20 µM; recombinant A3G, ssDNA deamination FAM/TAMRA fluorescence;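 active = inhibition of at least 40% at 20 µM, with no more than 30% in the related APOBEC3A deaminase screen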;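 also: plate controls were DMSO wells with A3G for no effect and wells lacking A3G enzyme for full effect; some compounds called inactive have numbers as strong as hits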
A3A deaminase – blocks human APOBEC3A ssDNA deamination; P31941; inhibition, % at 20 µM; recombinant A3A, FAM/TAMRA ssDNA deamination fluorescence; actives 0.41% (n = 330,000);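 active = at least 40% inhibition at 20 µM here, with at most 30% in a related deaminase screen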;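 also: plate controls were A3A with DMSO for no effect and wells lacking A3A enzyme for full effect; some results filed as inactive read as strong as hits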
Target sequence (P31941 whole entry, looked up): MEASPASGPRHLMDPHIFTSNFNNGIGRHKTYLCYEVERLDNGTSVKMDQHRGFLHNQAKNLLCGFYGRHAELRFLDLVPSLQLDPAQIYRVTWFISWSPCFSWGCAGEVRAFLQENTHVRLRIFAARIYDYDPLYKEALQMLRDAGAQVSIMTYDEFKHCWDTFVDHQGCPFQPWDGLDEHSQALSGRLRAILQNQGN
hIAP activ – increases human intestinal alkaline phosphatase activity. purified human IAP, CDP-Star luminescence, 30 min; hits give high values; 1 = vehicle-only enzyme, 0 = enzyme-free background. P09923. activation factor at 10 µM. actives 0.16% (n = 330,000). AID 2524;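 active = activation factor of the enzyme at least 2-fold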; also: the source names both 10 and 20 µM as test concentration; values of inactives mirror those of a sister screen read the other way
mIAP act – mouse IAP activation | muIAP, CDP-Star luminescence, 30 min; hits give high values; 1 = vehicle-only enzyme signal, 0 = enzyme-free wells | actives 0.24% (n = 330,000) | activation factor at 10 µM;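 active = activation factor of at least 2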; also: the source names both 10 and 20 µM as test concentration; values of inactives mirror those of a sister screen read the other way
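Assay system: mouse IAP enzyme; Reagent: CDP-Star chemiluminescent phosphatase substrate; Compound: DMSO-dissolved test compounds; Incubation: 30 min, room temperature; Technique: luminescence from enzymatic CDP-Star hydrolysis; Controls: DMSO-only wells and no-enzyme negative control.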
MPTP block – inhibitors of mitochondrial permeability transition pore | inhibition, % at 10 µM | isolated mouse mitochondria, Ca2+ swelling absorbance, 30 min | actives 1.4% (n = 360,000);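 active = inhibition of 50% or more, scaled per plate between neutral and stimulator controls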;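 also: 0% = DMSO wells given calcium and 100% = 1 mM EGTA wells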
Active calls of the source: *; & = joins results of further samples.

entry | SMILES | hIAP inh | mIAP inh | beta cell repl | NR3A LBD binder | A3G deaminase | A3A deaminase | hIAP activ | mIAP act | MPTP block
1 | Cc1cc(NC(=O)c2cc(-c3cccnc3)nc3c(C)c(C)ccc23)no1 | -3 | 13 | 0 | -2 | -3 | -1 | 1 | 0.87 | -0.3
2 | O=C(Nc1ccccc1C(=O)Nc1ccccc1C(=O)NCc1ccco1)c1ccco1 | 12 | 4 | -4 | 4 | -6 | -1 | 0.88 | 0.96 | 5.8
3 | CCCCc1ccc(NC(=O)CC(C)(C)C)cc1 | -4 | -24 | -2 | -3 | -5 | -1 | 1 | 1.2 | 6.3
4 | COc1ccc(N2CCN(C(=O)CN(Cc3ccc(Cl)cc3)S(C)(=O)=O)CC2)cc1 | -15 | -1 | -2 | 1 | 2 | 3 | 1.2 | 1 | 0.0
5 | COc1cccc(Nc2nc(NCC3CCCO3)c3ccccc3n2)c1 (stereo not given) | -14 | -6 | -6 | 2 | 2 | 1 | 1.1 | 1.1 | 47
6 | Cc1c(NS(=O)(=O)c2cc(Br)cc3c2N(C(=O)C2CC2)CC3)c(=O)n(-c2ccccc2)n1C | 21 | -2 | 0 | 0 | -7 | -4 | 0.79 | 1 | -0.2
7 | CC1=CC(c2ccccc2)n2nc(N3C(=O)c4ccccc4C3=O)nc2N1 (stereo not given) | -4 | -4 | -2 | -3 | -7 | -4 | 1 | 1 | 1.3
8 | Cc1ccc2nc(SCC(=O)Nc3ccc4sc(C)nc4c3)c(C#N)cc2c1 | 0 | 0 | -2 | -9 | -8 | -4 | 1 | 1 | 12
9 | CCn1c2ccccc2c2cc(NC(=O)c3cc(OC)cc(OC)c3)ccc21 | -17 | -6 | 0 | 2 | -3 | 3 | 1.2 | 1.1 | 0.0
10 | CCc1c(C)nc2ncnn2c1NCc1cccs1 | 1 | 2 | -1 | 1 | -4 | -3 | 0.99 | 0.98 | 4.8
11 | Cn1c(-c2csc(-c3cccc(C(F)(F)F)c3)n2)n[nH]c1=S | 7 | -4 | 0 | 0 | 5 | -7 | 0.93 | 1 | 0.1
12 | COc1ccc(C2SCC(=O)N2CCc2ccc(OC)c(OC)c2)cc1 (stereo not given) | 11 | 1 | -2 | 1 | -8 | 4 | 0.89 | 0.99 | 71*
13 | O=C(Nc1ccc2nsnc2c1)N1CCCCCC1 | -6 | 2 | 0 | -2 | 0 | 1 | 1.1 | 0.98 | 1.9
14 | O=C(CSc1ccc2ccccc2n1)N1CCC(c2noc3ccc(F)cc23)CC1 | 6 | 2 | -4 | -6 | -3 | -3 | 0.94 | 0.98 | 8.6
15 | C/C(=N\NC(=O)c1c(C)nc2ccccn12)c1cccc([N+](=O)[O-])c1 | -27 | 0 | 1 | -1 | -6 | -4 | 1.3 | 1 | 2.1
16 | Cn1c(=O)c2c(nc(Br)n2Cc2nnc(N)s2)n(C)c1=O | -10 | -20 | 0 | 0 | -5 | -5 | 1.1 | 1.2 | 0.7
17 | CCC(=O)NCc1cc(-c2nn(C)c(=O)c3ccccc23)ccc1OC | 19 | 6 | -3 | 7 | -13 | -3 | 0.81 | 0.94 | -0.5
18 | COc1ccc(/C=N/OC/C(O)=C(\C#N)c2nc3ccccc3[nH]2)cc1 | -10 | 13 | -4 | -3 | -8 | 0 | 1.1 | 0.87 | 3.2
19 | COc1ccccc1/C=C/C(=O)OCC(=O)NC1CCCCCC1 | -7 | -1 | 2 | 0 | -7 | -1 | 1.1 | 1 | -1.9
20 | COc1cc2c(C(=O)NCc3ccc(C)o3)cn(CC(C)C)c(=O)c2cc1OC | -5 | -6 | -2 | -3 | 1 | 1 | 1 | 1.1 | -1.8
21 | Cc1cc2c(Nc3ccc(C(=O)O)cc3)ncnc2s1 | -11 | -2 | 0 | 0 | -4 | 0 | 1.1 | 1 | 1.5
22 | COc1ccc(C(=O)N2CCCCCC2)cc1OC1CCN(C(C)=O)CC1 | 20 | 3 | 3 | -1 | -5 | 1 | 0.8 | 0.97 | -1.0
23 | N#Cc1ccc(-c2ccc(OCC(=O)NCCCN3CCCC3=O)cc2)cc1 | -8 | -2 | -3 | 1 | -4 | 1 | 1.1 | 1 | 0.2
24 | CCCCC(Sc1nc(C)c(Cc2ccccc2)c(=O)[nH]1)C(=O)O (stereo not given) | 0 | 3 | 2 | -2 | 17 | -6 | 1 | 0.97 | -0.1
25 | CSc1nc2c(C)c(C)c(C)c(C)c2[nH]1 | -10 | -7 | -1 | -1 | -5 | -2 | 1.1 | 1.1 | 1.8
26 | Cc1cc(C)n(-c2ccc(C(=O)Nc3cccnc3Cl)cc2)n1 | 1 | -2 | -1 | 0 | 5 | 2 | 0.99 | 1 | -1.0
27 | Nc1nc(Cl)cc(-c2ccccc2)n1 | -9 | -4 | -4 | -1 | -9 | -2 | 1.1 | 1 | -1.5
28 | CCC1CCCCN1C(=O)CCNS(=O)(=O)c1ccc2c(c1)oc(=O)n2C (stereo not given) | 2 | 0 | -1 | 0 | -1 | 6 | 0.98 | 1 | -1.2
29 | O=C1N/C(=N\N=C\c2cccs2)SC1Cc1ccc(Cl)c(Cl)c1 (stereo not given) | -21 | 16 | -2 | 0 | -3 | 0 | 1.2 | 0.84 | 4.9
30 | S=C(NCc1ccco1)Nc1ccc(Oc2ccccc2)cc1 | 3 | -46 | -6 | -1 | 2 | 2 | 0.97 | 1.5 | 78*
31 | CC1(c2ccccc2)NC(=O)N(CC(=O)N2CCN(S(=O)(=O)c3cccs3)CC2)C1=O (stereo not given) | 4 | 6 | 2 | 1 | -9 | -4 | 0.96 | 0.94 | 0.5
32 | CCCc1cc(=O)[nH]c(SCC(=O)NC(=O)OCC)n1 | 1 | 4 | -2 | -5 | -2 | -4 | 0.99 | 0.96 | -0.4
33 | O=C(O)c1ccccc1/C=N/n1c(C2CCCCC2)n[nH]c1=S | 6 | 0 | -2 | -1 | 22 | -3 | 0.94 | 1 | -0.5
34 | Cc1sc2ncn(CC(=O)Nc3cccc(S(N)(=O)=O)c3)c(=O)c2c1-c1ccccc1 | 3 | 2 | 0 | -3 | -4 | 7 | 0.97 | 0.98 | 0.4
35 | CC(C)NC(=O)NC(=O)CSc1ccc(S(=O)(=O)N2CCOCC2)cn1 | -24 | 1 | 0 | 0 | 0 | -2 | 1.2 | 0.99 | -0.6
36 | Cc1ccc(S(=O)(=O)CCC(=O)Nc2nccs2)cc1 | 3 | 3 | -2 | -2 | -5 | -2 | 0.97 | 0.97 | 3.4
37 | O=C(C1COc2ccccc2O1)N1CCOCC1 (stereo not given) | -16 | -4 | -2 | 0 | -4 | 2 | 1.2 | 1 | 0.4
38 | CC(C)CNC(=S)NNC(=O)c1nn(C)cc1Cl | 9 | 12 | 0 | 0 | -6 | -1 | 0.91 | 0.88 | -0.1
39 | O=C(NCc1ccccc1)C(c1c(F)cccc1Cl)N(C(=O)c1csnn1)C1CC1 (stereo not given) | 18 | -1 | -1 | -2 | -10 | -1 | 0.82 | 1 | 3.5
40 | COc1ccc(N2CCN(C3CCCN(C(=O)C4=C(C)OCCO4)C3)CC2)cc1 (stereo not given) | -9 | -2 | 2 | 2 | -11 | -4 | 1.1 | 1 | 0.5
41 | COCCNC(=O)Cn1nc(-c2ccccc2OC)ccc1=O | -2 | 8 | -3 | 0 | -6 | -2 | 1 | 0.92 | -2.8
42 | CC(=O)c1ccc(NC(=O)c2ccc3nc(-c4ccco4)c(-c4ccco4)nc3c2)cc1 | 7 | 28 | -2 | -8 | 87 | 96 | 0.93 | 0.72 | 0.9
43 | CCn1cc(C(=O)OCc2ccc(F)cc2)c(=O)c2ccc(C)nc21 | 10 | 3 | 0 | -7 | 7 | 2 | 0.91 | 0.97 | -0.8
44 | COC(=O)CCCC1=CC2=CC(=O)C(C)(OC(=O)c3cccs3)C(=O)C2=CN1c1ccc(OC)cc1 (stereo not given) | 4 | 8 | -3 | -2 | 0 | 8 | 0.96 | 0.92 | 0.4
45 | CCCN(C(=O)c1ccc(OCC(C)C)cc1)c1c(N)n(Cc2ccccc2)c(=O)[nH]c1=O | 0 | -8 | -2 | -2 | -4 | 5 | 0.99 | 1.1 | 0.1
46 | CCN(CC)CCOC(=O)c1ccc(NC(=O)C2(c3ccccc3)CCCC2)cc1 | -16 | -10 | -2 | 4 | -1 | 1 | 1.2 | 1.1 | 24
47 | COc1cc(OC)cc(C(=O)N[C@H](C(=O)OCC(N)=O)C(C)C)c1 | 3 | -1 | -1 | 11* | 4 | 1 | 0.97 | 1 | -0.7
48 | COc1ccc(C(=O)Nc2cccc3c2C(=O)NC3=O)cc1S(=O)(=O)N1CCOCC1 | 36* | 7 | 1 | -1 | -5 | -2 | 0.64 | 0.93 | 1.9
49 | COc1ccc(C(=O)Nc2ccc(NC(C)=O)cc2)cc1S(=O)(=O)N(C)Cc1ccccc1 | 18 | 1 | 3 | 2 | 3 | 2 | 0.82 | 0.99 | -1.1
50 | CNc1nc(-c2ccccc2)cc(C)c1S(C)(=O)=O | 16 | 6 | 3 | 0 | -9 | 4 | 0.84 | 0.94 | -1.8

New compounds follow.
entry | SMILES | hIAP inh | mIAP inh | beta cell repl | NR3A LBD binder | A3G deaminase | A3A deaminase | hIAP activ | mIAP act | MPTP block
51 | O=C(Nc1nnc(SCc2ccccn2)s1)C1CC(=O)N(c2ccccc2)C1 (stereo not given) | 19 | -3 | 0 | -2 | -4 | -2 | 0.81 | 1 | 0.5
52 | CCn1c(SCC(=O)NCc2cccs2)nc2c1c(=O)n(C)c(=O)n2C | -9 | 5 | 0 | -19 | -2 | 0 | 1.1 | 0.95 | 0.8
53 | CSc1cccc(NC(=O)CSc2nc3ccccc3o2)c1 | -5 | -5 | -3 | 6 | -8 | -4 | 1.1 | 1 | 8.5
54 | COc1cccc(CNC(=O)c2cccc(NC3=NC4CS(=O)(=O)CC4S3)c2)c1 (stereo not given) | -14 | 0 | 0 | -2 | -5 | -6 | 1.1 | 1 | -0.2
55 | N=C1C(c2ccccc2)=C(O)CN1CCCO | -47 | 1 | 0 | 1 | -5 | -2 | 1.5 | 0.99 | 1.0
56 | COc1cc(NC(=O)c2sc3nc(C)nc(N4CCOCC4)c3c2C)cc(OC)c1OC | -17 | 7 | -1 | -2 | -4 | -2 | 1.2 | 0.93 | -0.7
57 | CCOc1ccc(C2=Nn3c(nnc3-c3ccccn3)SC2)cc1 | 14 | 1 | 3 | -2 | -4 | 0 | 0.85 | 0.99 | 2.0
58 | O=C(C1CCCO1)N(c1ccc(F)cc1)C1C=CS(=O)(=O)C1 (stereo not given) | 6 | 4 | -3 | 1 | 2 | 4 | 0.94 | 0.95 | -2.9
59 | CCN(CC)CCN1C(=O)Cn2c(C)c(C)c3cccc1c32 | -16&-18 | -8&-5 | -1&-1 | 0&-4 | -2&-7 | -5&-1 | 1.2&1.2 | 1.1&1 | 0.4&0.5
60 | Cc1ccc(C)c(OCC(=O)NCC(c2ccco2)N2CCCCC2)c1 (stereo not given) | 3 | 0 | 1 | 2 | -5 | 3 | 0.97 | 1 | -1.3
61 | COc1ccc(CN(C)CC(=O)NC(=O)Nc2ccccc2F)cc1 | -2 | 8 | 0 | -1 | -3 | -1 | 1 | 0.93 | -2.7
62 | CCCCn1c(N)c(N(CC(C)C)C(=O)c2cccc(S(=O)(=O)N3CCCCCC3)c2)c(=O)[nH]c1=O | -8 | 0 | 3 | 1 | -5 | 0 | 1.1 | 1 | -0.1
63 | CC(Sc1n[nH]c(N)n1)C(=O)Nc1ccc(Cl)cn1 (stereo not given) | -7 | 20 | -3 | 1 | -4 | 2 | 1.1 | 0.8 | 0.2

High-throughput results as filed in PubChem BioAssay.
